CAL PDZ FP-1 – blocks peptide binding to the human CAL PDZ domain; actives 0.92% (n = 300,000); AID 602252; inhibition, % at 24.9 µM; purified CAL PDZ, TMR-peptide fluorescence polarization, 1 h;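 active = mean inhibition of at least 30% with at least half of replicates also reaching 30%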;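 note: 0% = DMSO neutral control and 100% = excess unlabeled competitor peptide PRC23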
V-ATPase pHluor – regulators of yeast V-ATPase proton transport; S. cerevisiae, pHLuorin cytosolic pH fluorescence; response, % at 10 µM; actives 0.37% (n = 350,000); AID 504577; in the data active = response mostly above about 7.3%, no sharp cut-off; inactive = mostly below about 5.4%; note: actives read high; inactives centre near 0; some compounds called inactive have numbers as strong as hits
LANA DNA inh – inhibitors of KSHV LANA C-terminal domain DNA binding; MBP-C-LANA/FAM-LBS DNA binding, fluorescence polarization; inhibition, % at 9 µM; actives 0.078% (n = 340,000);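 active = highest replicate inhibition at or above 60% at 9 µM, even if other replicates fall short; inactive = all replicates below 60% inhibition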;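 note: 0% = neutral control wells and 100% = 4 µM acridine orange control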
Cardiac RTF inh – cardiac RTF calcium desensitization; IANBD-labeled cardiac RTF, Ca2+ fluorescence; inhibition, % at 7.15 µM; actives 0.12% (n = 340,000);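 active = inhibition above the mean inhibition of all tested compounds plus 3 SD, cut at about 17% in these data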;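 note: assay run at fixed EC70 calcium of 1.6 mM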
Keap1 Nrf2 FP – disrupts human Keap1 binding to Nrf2 peptide; Q14145; actives 0.15% (n = 340,000); Keap1 Kelch-Nrf2 peptide fluorescence polarization, 1536-well; inhibition, % at 9.4 µM; in the data active = inhibition above about 12%;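 note: human Keap1 Kelch domain with fluorescein labeled Nrf2 9mer peptide probe; 0% = neutral control wells and 100% = peptide positive control; higher means more block of Keap1 binding to Nrf2 peptide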
Arrestin-AP2 inh – human beta-arrestin and AP2 interaction inhibition; FITC-arrestin peptide / GST-AP2 beads, flow cytometry; AP2 beta2 appendage carries R879A mutation; inhibition, % at 10 µM; actives 0.31% (n = 340,000); AID 504490;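 active = inhibition above a set limit, near 3 SD of compounds lacking own fluorescence, cut at about 54% in these data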;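 note: plate controls were DMSO wells for no effect and 5 µM unlabelled arrestin peptide for full effect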
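System: GST-AP2 R879A bound to glutathione beads, E. coli-expressed. Also added: 50 nM FITC-arrestin peptide. Schedule: compound with beads 12 min RT, then probe 1 h RT. Signal: bead flow cytometry, FITC channel. Read-out basis: percent response.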
Pemphigus Ab inh – human desmoglein-3 autoantibody binding inhibition; AID 588358; binding (percent of control), % at 10 µM; actives 0.48% (n = 310,000); DSG3-coupled beads, scFv-anti-DSG3-GFP binding, flow cytometry; hits give low values; P32926;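 active = binding more than 3 SD below its plate's average and above zero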;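 note: hits lower antibody fragment binding to DSG3; some compounds called inactive have numbers as strong as hits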
DAGLB inh – blocks human DAGLB lipase activity | Q8NCG7 | HEK293T DAGLB membrane lysate, EnzChek fluorogenic substrate | actives 0.059% (n = 340,000) | AID 504411 | inhibition, % at 5.17 µM; in the data active = inhibition above about 34%;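 note: 0% = enzyme with vehicle and 100% = wells lacking enzyme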
Target sequence (Q8NCG7 whole entry, looked up): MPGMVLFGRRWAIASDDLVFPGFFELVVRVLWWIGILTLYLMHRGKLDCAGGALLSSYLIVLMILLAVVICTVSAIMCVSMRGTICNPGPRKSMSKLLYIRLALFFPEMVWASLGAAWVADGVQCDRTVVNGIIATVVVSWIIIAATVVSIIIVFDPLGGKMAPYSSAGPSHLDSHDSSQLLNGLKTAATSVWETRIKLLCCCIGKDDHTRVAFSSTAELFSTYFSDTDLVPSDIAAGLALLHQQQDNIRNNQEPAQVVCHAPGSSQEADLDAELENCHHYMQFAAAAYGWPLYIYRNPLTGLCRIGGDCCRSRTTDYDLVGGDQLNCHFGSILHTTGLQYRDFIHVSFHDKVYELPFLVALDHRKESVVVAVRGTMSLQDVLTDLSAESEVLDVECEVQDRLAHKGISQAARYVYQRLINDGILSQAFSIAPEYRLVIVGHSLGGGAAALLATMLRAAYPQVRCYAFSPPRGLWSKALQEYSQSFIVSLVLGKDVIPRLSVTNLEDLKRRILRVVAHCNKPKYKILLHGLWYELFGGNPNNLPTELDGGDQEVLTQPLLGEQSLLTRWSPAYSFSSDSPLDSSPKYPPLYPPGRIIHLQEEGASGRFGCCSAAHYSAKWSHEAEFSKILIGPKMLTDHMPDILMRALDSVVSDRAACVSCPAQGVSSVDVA
CAL PDZ FP-2 – human CAL PDZ-peptide interaction inhibition | Q9HD26 | purified CAL PDZ, TMR-peptide fluorescence polarization, 1 h | inhibition, % at 20 µM | actives 0.02% (n = 330,000) | AID 504414;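 active = highest replicate inhibition of at least 40%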;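 note: plate controls were DMSO neutral control wells for no effect and unlabeled competitor peptide control wells for full effect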
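Control set: unlabelled peptide and DMSO controls / Material: purified CerCALP PDZ construct / Timing: 1 h incubation at room temperature before polarization reading / Doses: 20 µM, one dose / Detection: fluorescence polarization (mP)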
NSD2 HMT inh – NSD2 (human) methyltransferase inhibition. NSD2 peptide methylation, AlphaScreen, 120 min. inhibition, % at 12.5 µM. actives 0.54% (n = 310,000); in the data active = inhibition above about 50%
* = called active by the depositor; . = not tested or not shown.

Below each compound – CAL PDZ FP-1 | V-ATPase pHluor | LANA DNA inh | Cardiac RTF inh | Keap1 Nrf2 FP | Arrestin-AP2 inh | Pemphigus Ab inh | DAGLB inh | CAL PDZ FP-2 | NSD2 HMT inh
O=C(CSc1nc(-c2ccc(Cl)cc2)cs1)Nc1cccc([N+](=O)[O-])c1
  -1 | 0 | 0.0 | -11 | 4 | 17 | 104 | -3 | -1.0 | -2
NS(=O)(=O)c1ccc(CCNC(=O)CNC(=O)Cc2ccccc2)cc1
  1 | 2 | -1.4 | -13 | -2 | 3 | 99 | 0 | 1.2 | 0
CCOC(=O)c1ccccc1NC(=O)COC(=O)CCC(=O)N1CCOCC1
  -3 | 4 | 0.1 | -2 | 1 | 12 | 112 | -5 | -2.0 | 0
COc1ccc(NS(=O)(=O)c2cc3c4c(c2)C(C)C(=O)N4CCC3)cc1 (configuration not stated)
  -2 | 2 | -0.7 | 5 | -4 | -4 | . | -2 | -3.4 | .
O=C(OCC(=O)N1CCN(C(=O)c2ccco2)CC1)c1cc(F)c(F)cc1Cl
  -2 | 2 | -0.1 | 1 | -6 | 0 | 97 | 0 | -0.2 | 3
NC(=O)C1CCN(C(=O)CCc2ccsc2)CC1
  -3 | 3 | 0.5 | 3 | -2 | 6 | 107 | -2 | -1.6 | -2
Cc1ccc(N2CC(C(=O)OCc3nc(N)nc(Nc4ccccc4C)n3)CC2=O)cc1 (configuration not stated)
  -2 | 2 | -0.3 | -6 | 1 | 6 | 99 | 1 | -3.0 | 0
CCN1CCN(c2nc3c(C)cccn3c(=O)c2/C=C(\C#N)S(=O)(=O)c2ccccc2)CC1
  0 | -1 | 15 | -21 | 7 | 0 | . | 1 | -0.5 | 7
O=[N+]([O-])c1cccc(S(=O)(=O)Nc2cccc(-c3ccc(N4CCOCC4)nn3)c2)c1
  -4 | -5 | -0.7 | -7 | -8 | -2 | 101 | 3 | -3.3 | 2
O=C(Nc1ccc(NC(=O)c2ccc([N+](=O)[O-])o2)cc1Cl)c1ccco1
  -8 | 8 | 0.4 | 1 | 1 | 22 | 104 | 3 | -8.1 | 0
C=CCNC(=O)CSc1nc2ccccc2c(=O)n1CCc1ccc(OC)c(OC)c1
  -1 | 2 | -1.5 | -10 | -5 | -11 | 99 | -1 | 0.4 | -1
Cc1ccc(-c2ccc(=O)n(CCC(=O)N3CCN(c4ccccc4)CC3)n2)cc1
  -5 | 0 | 0.8 | 3 | -2 | 31 | 91 | -1 | -1.2 | 0
COc1ccc(NC(=O)CSc2nc3nc(C)cc(C)n3n2)cc1
  -7 | 1 | -0.3 | -5 | -2 | -5 | 81 | -4 | -2.5 | 0
O=C(COC(=O)[C@H](Cc1ccccc1)NC(=O)c1cccs1)Nc1cc(F)ccc1F
  -4 | -2 | 0.6 | -3 | -6 | 4 | 98 | 0 | -0.2 | -2
Cc1ccc(NC(=O)COc2cccc3ccccc23)c(O)c1
  -5 | 1 | 2.3 | -1 | -8 | 8 | . | -7 | 0.3 | 0
C=CCNc1nc(N(c2ccccc2)c2ccccc2)nc(-n2ccnc2)n1
  -4 | 2 | 1.4 | -11 | 0 | 5 | 102 | -1 | 0.0 | 0
Cc1cccc(N2CC(C(=O)Nc3nnc(SCCC4OCCO4)s3)CC2=O)c1 (configuration not stated)
  0 | -2 | 0.8 | -1 | 1 | -5 | 104 | 8 | -2.1 | 1
O=C(O)CC(C(=O)O)c1cn(Cc2ccccc2)c2ccccc12 (configuration not stated)
  0 | -2 | 3.9 | -1 | 1 | -2 | 97 | 1 | -0.7 | .
CN(CCNC(=O)c1cc2c(=O)n(C)c3ccccc3c2n1C)Cc1ccccc1
  . | 0 | -1.8 | -4 | -3 | 7 | 109 | -1 | -2.1 | .
O=C(COC(=O)c1ccc(Cl)c(S(=O)(=O)N2CCCCC2)c1)NCc1ccco1
  2 | 1 | 1.2 | 1 | -3 | -16 | 97 | 2 | -7.2 | 0
c1nc(COc2nsnc2N2CCOCC2)cs1
  . | -6 | -0.5 | 1 | -2 | 12 | 107 | 1 | -0.8 | 4
CCNC(=S)N/N=C/c1ccco1
  -7 | -6 | 1.1 | 3 | -3 | 2 | 103 | -2 | . | -1
O=C1C(=O)N(CCN2CCOCC2)C(c2ccc(Cl)cc2)/C1=C(/O)c1ccc(S(=O)(=O)N2CCOCC2)cc1 (configuration not stated)
  8 | -73 | -0.5 | -7 | -8 | -3 | 91 | 1 | -0.2 | -3
Cc1ccc(-n2nc(C)c3c(C)c(CCC(=O)NCc4ccccc4)c(C)nc32)cc1
  -3 | -2 | -1.4 | -7 | 0 | 9 | 101 | 0 | 0.5 | .
COc1cccc(N2CC(C(=O)Nc3nnc(SCC(=O)NCc4ccco4)s3)CC2=O)c1 (configuration not stated)
  . | 2 | 0.7 | 0 | -6 | 6 | 114 | 0 | -0.9 | .
O=C(Nc1ncc([N+](=O)[O-])s1)C1CC(=O)N(c2ccc(F)cc2)C1 (configuration not stated)
  -3 | -3 | -0.8 | -12 | -7 | 2 | 113 | 2 | -0.1 | 14
COc1ccc(C2C(C(C)=O)=C(O)C(=O)N2C)c(OC)c1 (configuration not stated)
  . | 1 | -1.1 | 0 | -1 | -7 | 102 | -3 | 0.7 | -3
O=C(NC1CCCCC1)C(c1ccco1)N(Cc1cccnc1)C(=O)C1COc2ccccc2O1 (configuration not stated)
  -1 | -5 | -0.1 | 0 | -2 | 25 | 80 | 2 | -2.3 | 3
Cc1cc(=O)n2nc(N3CCCC(C(=O)NCc4cccc(Cl)c4)C3)sc2n1 (configuration not stated)
  -6 | -2 | -1.1 | -5 | -5 | 1 | 101 | 0 | -1.7 | -4
CCO[C@@H]1OC(C(=O)N2CCN(Cc3ccccc3)CC2)=C[C@H](c2coc3ccccc3c2=O)[C@H]1CCCO
  -5 | 1 | 0.2 | 6 | -4 | 28 | 98 | -3 | -1.7 | .
O=C(Cc1ccc(Cl)cc1)Nc1cccnc1
  -4 | 4 | -5.0 | -5 | -2 | 5 | 121 | 0 | 0.4 | -2
Nc1ccc(S(=O)(=O)N2CCCC2C(=O)O)cc1 (configuration not stated)
  -2 | 4 | -0.3 | -15 | -1 | 8 | 103 | -4 | -2.1 | -2
COCCn1c(CN2CCN(C(c3ccccc3)c3ccccc3)CC2)nc2c1c(=O)n(C)c(=O)n2C
  1 | 1 | 2.9 | 3 | 0 | -2 | 105 | -1 | -1.6 | 2
CNS(=O)(=O)c1cc(S(=O)(=O)NC)c2cccc3c2c1NC3=O
  9 | 3 | 2.8 | 2 | -8 | -5 | 112 | 2 | -0.2 | -1
C=C(C)CSc1nc2ncc(Cl)cc2[nH]1
  -2 | 3 | -0.6 | 3 | -7 | 22 | 101 | -1 | -0.9 | 10
CC(=O)Nc1ccc(NC(=O)c2cc(-n3cnnc3)ccc2Cl)cc1
  -4 | 2 | -0.8 | 0 | -8 | -6 | 104 | 0 | 0.0 | 48
C=CC[n+]1c(-c2ccc(C)cc2)csc1NNC(=O)Nc1ccccc1
  0 | 2 | 1.0 | -3 | 0 | 0 | 105 | -3 | -2.3 | 4
Cc1ccc(C(C)C)cc1OCC(=O)Nc1ccc(N2CCCCC2)cc1
  -4 | 7 | -2.0 | 6 | -3 | 25 | 102 | -14 | -2.6 | 1
CCN(c1ccc(NC(=O)COC(=O)/C=C/c2ccco2)cc1)C(C)C
  2 | -1 | 0.6 | 5 | -4 | 0 | 104 | 1 | -1.2 | -2
NS(=O)(=O)c1ccc(CCNC(=O)CN2CCN(c3ccccc3F)CC2)cc1
  -7 | 1 | -1.3 | 6 | -2 | 4 | 105 | 1 | -0.3 | 20
OC(CN1CCN(c2ccccc2)CC1)c1ccc2c(c1)CCN2 (configuration not stated)
  1 | -3 | -0.9 | -11 | -1 | 2 | 109 | -1 | 0.0 | .
Cc1cc(C)c(S(=O)(=O)N2CCC(C(N)=O)CC2)cc1C
  -3 | 2 | -0.8 | 5 | 4 | 6 | 101 | -3 | -1.1 | -1
COc1cc2nc(CN3CCN(S(=O)(=O)c4ccccc4[N+](=O)[O-])CC3)[nH]c(=O)c2cc1OC
  . | 0 | . | . | . | . | 103 | 1 | . | 4
CC1CCCN(CC(O)COCC2COc3ccccc3O2)C1 (configuration not stated)
  . | 2 | 3.3 | -7 | 2 | -6 | 99 | 0 | -0.6 | 0
O=C(COC(=O)COc1ccc(Cl)cc1)NC1CC1
  . | 1 | 0.0 | -21 | 0 | 3 | 103 | -2 | 0.2 | -1
Cc1nn(CC(=O)NC(C)C)c(C)c1[N+](=O)[O-]
  0 | 3 | 0.2 | -11 | -4 | 11 | 96 | -6 | -4.5 | -2
O=C(N/N=C/c1ccccc1)c1ccc(NC(=O)c2ccc(F)cc2)cc1
  -3 | -3 | 0.0 | 1 | -1 | 4 | 111 | 6 | -1.1 | 2
CCc1nn2c(=O)cc(COC(=O)c3cc(Cl)c(OC)c(OC)c3)nc2s1
  -3 | 1 | -0.1 | -6 | 2 | 6 | 97 | 0 | 0.4 | -2
Cc1cc(N)ccc1NC(=O)c1ccccc1
  -1 | -1 | -0.9 | 2 | 2 | 18 | 104 | -3 | -0.2 | -2
Cn1c(=O)[nH]c(=O)c2c1nc1n2CCCN1CCc1ccccc1
  -5 | -8 | 1.4 | 1 | 1 | 18 | . | -1 | . | 2
O=C1OC[C@@H]2CCCN2C(=O)[C@H](CC(=O)N(CCO)Cc2ccccc2)C/C=C\CC[C@H]1Cc1ccc(F)cc1
  0 | 0 | -1.5 | -3 | 0 | -5 | 108 | -1 | -1.1 | .
CCOC(=O)c1ccccc1NC(=O)c1cccc(F)c1
  -1 | -3 | -2.1 | -4 | -1 | -17 | . | -18 | 0.2 | 0
O=C(c1ccc(NS(=O)(=O)c2ccc(F)cc2)cc1)N1CCOCC1
  -3 | 5 | -0.1 | -4 | -1 | 2 | 102 | -1 | -0.7 | -3
CCCCn1c(C)nc2c(=O)n(C)c(=O)[nH]c21
  -2 | -3 | -1.5 | -3 | -2 | 0 | . | -1 | -4.6 | 3
Cc1cccc(NC(=O)CSCC(=O)Nc2nnc(C3CC3)s2)c1
  -6 | 2 | -0.8 | -8 | -6 | 15 | 105 | 3 | -1.8 | 1
Cc1c(NC(=O)C(C)OC(=O)c2ncc(Cl)c(Cl)c2Cl)c(=O)n(-c2ccccc2)n1C (configuration not stated)
  -1 | 1 | . | -7 | . | -10 | 106 | 4 | -1.0 | 0

Screening results deposited in PubChem BioAssay by several laboratories.

Only part of the results is shown, so the mix of outcomes need not match the whole.
